High-throughput results deposited in PubChem BioAssay by Small Molecule Screening Facility, UW Madison.
SSB-PriA inh = K. pneumoniae PriA-SSBct interaction inhibition; AlphaScreen SSBct-PriA binding, biotinylated peptide; inhibition, % at 33 µM; 430,000 compounds, 0.6% hits; AID 1272365; in the data active = inhibition mostly above about 37%, no sharp cut-off; inactive = mostly below about 20%;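 also: plate controls were negative control peptide for no effect and reference peptide for full effect; strong numbers were not always called active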
* marks the source's active call; other numbers are inactive results; & = joins results of further samples. An excerpt (hit frequency here may not be typical).

`CCOC(=O)c1c(NC(=O)c2ccno2)sc2c1CCCC2` gave SSB-PriA inh -2.
`Cc1oc2c(c1C(=O)NCCCn1ccnc1)C(=O)c1ccccc1C2=O` gave SSB-PriA inh 9.
`Cc1nc(NC(=O)c2nnn(-c3ccccc3F)c2-c2ccncc2)sc1C` gave SSB-PriA inh -15.
Cc1ccsc1[C@@H](O)CNC(=O)CSC1CCCC1 was read as SSB-PriA inh -7.
Screening CC(=NNC(=O)c1nc2ccccn2c1C)c1cccc([N+](=O)[O-])c1 returned SSB-PriA inh -17.
`COc1ccc(NC(=O)NCCOc2ccccc2)c(OC)c1` gave SSB-PriA inh 16.
Screening CCc1nnc(NC(=O)C2=Cc3cc(OC)ccc3OC=C2)s1 returned SSB-PriA inh -6.
Cc1ccc(CN2C(=O)C=CC2=O)cc1 was read as SSB-PriA inh 1.
`CN(C)CCN(C(=O)c1ccsc1)C1CCOCC1` gave SSB-PriA inh -18.
CN(C)S(=O)(=O)c1ccc(C(=O)N2CCC(c3cccs3)CC2)cc1 was read as SSB-PriA inh -3.
Cc1nc(C(=O)N2CCSC(c3ccccc3F)CC2)cs1 (configuration not stated) was read as SSB-PriA inh -12.
`O=S(=O)(NCc1nnnn1-c1ccc(F)cc1)c1ccccc1C(F)(F)F` gave SSB-PriA inh -14.
For O=C(O)CN1C(=O)c2ccc(C(=O)O)cc2C1=O the results were SSB-PriA inh -10.
For Nc1nnc(SCC(=O)O)s1 the results were SSB-PriA inh 2.
Screening COc1cc(C=NNC(=O)CC23CC4CC(CC(C4)C2)C3)cc(Br)c1OCC(=O)N(C)C returned SSB-PriA inh -29.
Cc1c(C=NNC(=O)C2COc3ccccc3O2)c2ccccc2n1C (configuration not stated) was read as SSB-PriA inh -1.
`C=CCn1c(SCSc2nc3sc4c(c3c(=O)n2CC=C)CCCC4)nc2sc3c(c2c1=O)CCCC3` gave SSB-PriA inh -8&-4.
CC12CCC(CC1=NOC(=O)c1cccc([N+](=O)[O-])c1)C2(C)C (configuration not stated) was read as SSB-PriA inh 14.
`Cc1ccc(NC(=O)Cn2cnc3c(sc4cccc(F)c43)c2=O)c(Cl)c1` gave SSB-PriA inh -4.
CC(=O)Nc1ccc(N2C(=O)C[C@@H](/C=C3/N(C)c4ccccc4C3(C)C)C2=O)cc1 was read as SSB-PriA inh 2.
`Cc1cc(=O)[nH]c(-n2nc(C)c(CCC(=O)Nc3ccc(Cl)cc3)c2C)n1` gave SSB-PriA inh -4.
Cc1ccc(-c2nn(-c3ccccc3)cc2C=NNC(=O)c2ccc3c(c2)OCO3)cc1 was read as SSB-PriA inh -14.
Screening CN(CC#CCNC(=O)CSc1ccc(F)cc1)Cc1ccccc1 returned SSB-PriA inh -21.
Clc1ccc(C=Nc2c(-c3ccc(Cl)cc3)nc3n2CCS3)cc1 was read as SSB-PriA inh -2.
O=C1CCCC2=C1C(c1cccnc1)C1=C(CCCC1=O)O2 was read as SSB-PriA inh -10.
`Cn1ccc(-c2cc(=O)n(-c3ccc(S(N)(=O)=O)cc3)[nH]2)n1` gave SSB-PriA inh -3.
Screening CCCn1c(=O)c(C(N)=NO)nn(-c2cccc(C(F)(F)F)c2)c1=O returned SSB-PriA inh -23.
COc1ccc(-c2cc(=O)[nH]c(SCc3nc(-c4ccc(F)c(Br)c4)no3)n2)cc1 was read as SSB-PriA inh 2.
COc1ccc(C2(CNC(=O)Cc3cn(C)c4ccccc34)CCCC2)cc1 was read as SSB-PriA inh 9.
CCn1c(=NC(=O)c2ccc3ncsc3c2)sc2cccc(F)c21 was read as SSB-PriA inh -10.
CC(C)c1nnc(C2CCN(C(=O)c3cc4ccccc4o3)CC2)o1 was read as SSB-PriA inh 9.
C[n+]1sc(Nc2ccccc2)nc1-c1ccccc1 was read as SSB-PriA inh 10.
COc1cc([N+](=O)[O-])cc(C=NNC(=O)Cn2nccc2C)c1O was read as SSB-PriA inh 6.
Screening CCOC(=O)c1sc2nc(NC(=O)Cc3ccccc3)sc2c1C returned SSB-PriA inh 3.
O=S(=O)(NCCSC1CCOCC1)c1ccc(C(F)(F)F)cc1 was read as SSB-PriA inh -7.
`CC(=NNC(=O)c1ccc2c(c1)OCO2)c1ccc(NS(C)(=O)=O)cc1` gave SSB-PriA inh -6.
For Nc1nc(SCC(=O)Nc2ccccc2Cl)ncc1S(=O)(=O)c1ccccc1 the results were SSB-PriA inh -1.
O=C1OCc2ccc(Br)cc21 was read as SSB-PriA inh 0.
CCc1cc2c3c(c1)/C(=C1/SC(=N)NC1=O)C(=O)N3C(C)(C)C=C2C was read as SSB-PriA inh -6.
For CC(C)c1ccc(C=NNC(=O)c2c(Cl)cnn2C)cc1 the results were SSB-PriA inh -1.
Screening Cc1cc(OC2CN(C(=O)c3ccc(=O)n(C)n3)C2)cc(=O)o1 returned SSB-PriA inh -9.
O=C(Cc1ccccc1)Nc1ccc(-c2ccc3nnc(-c4ccccn4)n3n2)cc1 was read as SSB-PriA inh 95*.
`O=C(Cc1ccc(Cl)cc1)N1CCc2cc(S(=O)(=O)N3CCOCC3)ccc21` gave SSB-PriA inh -7&6.
`CC(O)=C(C#N)c1nc2ccccc2[nH]1` gave SSB-PriA inh -8.
For COc1ccc(Cl)cc1NC(=O)CN1CCC(Cn2nc(C)cc2C)CC1 the results were SSB-PriA inh 8.
`CC1CN(c2ncnc3c2cnn3CCNC(=O)c2ccc(S(=O)(=O)N(C)C)cc2)CC(C)O1` (configuration not stated) gave SSB-PriA inh 1.
COc1ccc(-c2cc3c(SCC(=O)NCCc4ccccc4)nccn3n2)cc1 was read as SSB-PriA inh -21.
`O=C(Cn1c(=O)n(Cc2ccc3c(c2)OCO3)c(=O)c2cccnc21)Nc1ccccc1C(F)(F)F` gave SSB-PriA inh -8.
For O=C(Nc1nnc(CCSc2ccccc2)o1)c1ccc(Cl)cc1 the results were SSB-PriA inh 5.
For O=S(=O)(c1ccc(Cl)s1)N1CCN(c2ccc(-c3ccco3)nn2)CC1 the results were SSB-PriA inh -12.
`COc1ccc(S(=O)(=O)C2CN(C(=O)CCc3ccc(C(F)(F)F)cc3)C2)cc1` gave SSB-PriA inh 0.
CC(=O)Nc1ccc(S(=O)(=O)NCC2CCN(Cc3ccco3)CC2)cc1 was read as SSB-PriA inh -2.
`COc1cccc(NC(=O)NCC[C@H](O)C2CCOCC2)c1OC` gave SSB-PriA inh 1.
For COc1cc(Cl)c(C)cc1NC(=O)Cn1ncc2c(c1=O)N(C)C(=O)CS2 the results were SSB-PriA inh 0.
C/C(=N/NC(=O)c1cc(-c2ccc(C)s2)[nH]n1)c1ccc(F)cc1 was read as SSB-PriA inh -11.
For COc1cc(C)c(C)cc1S(=O)(=O)NCC1(Sc2ccccc2)CCOCC1 the results were SSB-PriA inh 1.
O=C(NCCOc1ccc2nnc(-c3cccc(F)c3)n2n1)Nc1ccc(Cl)cc1 was read as SSB-PriA inh 0.
`CN(C)S(=O)(=O)N1CCC2(CC1)CC(=O)c1ccccc1O2` gave SSB-PriA inh -14.
Screening CCCCCn1c(SCC(=O)C(C)(C)C)nc2cc(C(=O)N3CCN(C)CC3)ccc2c1=O returned SSB-PriA inh -12.
Screening Cc1ccc(SCCC(=O)Nc2nc3ccc([N+](=O)[O-])cc3s2)cc1 returned SSB-PriA inh 10.
`O=C(NN=Cc1ccoc1)c1ccc([N+](=O)[O-])cc1` gave SSB-PriA inh -4.
Screening O=C(COc1ccccc1F)NCCCS(=O)(=O)N1CCN(c2ccccn2)CC1 returned SSB-PriA inh -5.
Screening CCOC(=O)c1cn[nH]c1S(=O)(=O)N1CCN(c2ccc(C(C)=O)cc2)CC1 returned SSB-PriA inh -11.
For Cc1ccc(S(=O)(=O)NCCOc2ccc3nnc(-c4ccccc4Cl)n3n2)cc1 the results were SSB-PriA inh -7.
NC(=O)c1oc2ccccc2c1NC(=O)C(=O)NCc1cccs1 was read as SSB-PriA inh -3.
O=C(Cn1cccc(-c2nc(-c3ccc(Br)cc3)no2)c1=O)NCc1ccco1 was read as SSB-PriA inh -12.
`O=C(Nc1ccccc1Oc1ccccc1)c1ccc(S(=O)(=O)N2CCc3ccccc3C2)cc1` gave SSB-PriA inh 7.
For COc1ccc(C(=O)NCCc2nnc3ccc(SCc4ccc(C(F)(F)F)cc4)nn23)cc1 the results were SSB-PriA inh -6.
`COc1ccc(Nc2n[nH]nc2C(=O)Nc2ccc(C)c(Cl)c2)cc1Cl` gave SSB-PriA inh -4.
Screening CSc1cccc(NC(=O)C(=O)NCCc2ccc(N(C)C)cc2)c1 returned SSB-PriA inh 3.
For CO/N=C\c1c(N(C(C)C)C(C)C)nc2ccc(C)cn2c1=O the results were SSB-PriA inh -4.
For O=C(NCCc1ccc(Cl)cc1)[C@H]1CCCN(c2ncnc3c2oc2ccccc23)C1 the results were SSB-PriA inh -9.
`O=C(c1ccc(=O)n(Cc2cccc(F)c2)n1)N1CCN(c2ccc(F)c(Cl)c2)CC1` gave SSB-PriA inh 6.
COC(=O)c1sccc1S(=O)(=O)N1CCc2c(cnc3cc(C)nn23)C1 was read as SSB-PriA inh -5.
`CCCCCCCCCCCCCCCCSCc1ccc(O)c2ncccc12` gave SSB-PriA inh 59*.
`O=C(O)c1cccc(Cn2c(Cl)c(C=NNC(=O)c3ccco3)sc2=O)c1` gave SSB-PriA inh -4.
COCCN(Cc1ccsc1)C(=O)c1ccc(OC(F)(F)F)cc1 was read as SSB-PriA inh -20.
Screening COc1cc(C(C)=O)ccc1OCC(=O)Nc1ccc(-c2cn3ccsc3n2)cc1 returned SSB-PriA inh 4.
`COc1ccc(-c2noc(Cn3cnc4c(nnn4Cc4cccc(Cl)c4)c3=O)n2)c(OC)c1` gave SSB-PriA inh -8.
Screening CCOC(=O)c1ccc(NC(=O)C2CCCN2S(C)(=O)=O)cc1 (configuration not stated) returned SSB-PriA inh -15.
Screening O=S(=O)(c1ccc(F)cc1)N1N=C(c2ccc(F)cc2)C[C@H]1c1ccc2nccnc2c1 returned SSB-PriA inh -21.
`O=C(N1CCN(c2cc(-n3cncn3)ncn2)CC1)C1(c2ccccc2)CCOCC1` gave SSB-PriA inh -15.
`CCOC(=O)c1ccc(NN=Cc2cc(Br)cc([N+](=O)[O-])c2O)cc1` gave SSB-PriA inh -9.
NC(=NS(=O)(=O)c1ccc(Cl)s1)c1ccccc1 was read as SSB-PriA inh -17.
COC(=O)c1ccc2c(=O)n(CCN3CCN(c4ccccc4)CC3)c(=S)[nH]c2c1 was read as SSB-PriA inh 2.
CC(Oc1cccc(F)c1)C(=O)NCCCn1nc(-c2ccccc2)ccc1=O (configuration not stated) was read as SSB-PriA inh -13.
Screening O=C(O)c1cc(-n2cccc2)ccn1 returned SSB-PriA inh 95*.
`Cc1cc(OC2CN(C(=O)CN3C(=O)CCC3=O)C2)cc(=O)o1` gave SSB-PriA inh 1.
For NC(=O)c1cc(-c2ccccc2)sc1NC(=O)CSc1nnc2ccccn12 the results were SSB-PriA inh 5.
For COCCNC(=O)NCC#CCN(C)Cc1ccccc1 the results were SSB-PriA inh -2.
`O=C(COc1ccc(Cl)cc1Cl)Nc1nnc(Cc2cccs2)o1` gave SSB-PriA inh 4&6.
Cc1cc(C(=O)NCCn2ncc3c(N4CCN(c5ncccn5)CC4)ncnc32)no1 was read as SSB-PriA inh 12.
`COCCSc1nnc(C)c2cnn(-c3ccccc3)c12` gave SSB-PriA inh -10.
O=C(O)CN1C(=O)/C(=C/c2cn(-c3ccccc3)nc2-c2cc3ccccc3o2)SC1=S was read as SSB-PriA inh 13.
`CCOc1ccc(-c2cc3c(=O)n(Cc4nc(-c5ccc(Br)cc5)no4)ccn3n2)cc1` gave SSB-PriA inh -6.
`Cc1ccsc1C=NNC(=O)CC(=O)NCC(C)C` gave SSB-PriA inh -18.
`CCc1ccc(-n2c(=O)c3cccnc3n2CC(=O)Nc2cccc(Br)c2)cc1` gave SSB-PriA inh -14.
O=C(COc1ccccc1F)NCc1ccnc(-c2ccsc2)c1 was read as SSB-PriA inh -8.
Screening CCSc1ccccc1C(=O)NCc1nc(-c2cccn2C)no1 returned SSB-PriA inh -9.
`C=C(C)Cn1c(COc2ccc(Cl)cc2Cl)nc2ccccc21` gave SSB-PriA inh -22.
CN(C)c1ccc(CCNS(=O)(=O)c2ccc(F)c(Cl)c2)cc1 was read as SSB-PriA inh 0.
O=C(NNC(=S)c1ccccc1)Nc1ccc(Cl)c(Cl)c1 was read as SSB-PriA inh -3.

In the list so far, these have two or more sulfur atoms:
Cc1ccsc1[C@@H](O)CNC(=O)CSC1CCCC1 was read as SSB-PriA inh -7.
CN(C)S(=O)(=O)c1ccc(C(=O)N2CCC(c3cccs3)CC2)cc1 was read as SSB-PriA inh -3.
Cc1nc(C(=O)N2CCSC(c3ccccc3F)CC2)cs1 (configuration not stated) was read as SSB-PriA inh -12.
For Nc1nnc(SCC(=O)O)s1 the results were SSB-PriA inh 2.
`C=CCn1c(SCSc2nc3sc4c(c3c(=O)n2CC=C)CCCC4)nc2sc3c(c2c1=O)CCCC3` gave SSB-PriA inh -8&-4.
CCn1c(=NC(=O)c2ccc3ncsc3c2)sc2cccc(F)c21 was read as SSB-PriA inh -10.
Screening CCOC(=O)c1sc2nc(NC(=O)Cc3ccccc3)sc2c1C returned SSB-PriA inh 3.
O=S(=O)(NCCSC1CCOCC1)c1ccc(C(F)(F)F)cc1 was read as SSB-PriA inh -7.
For Nc1nc(SCC(=O)Nc2ccccc2Cl)ncc1S(=O)(=O)c1ccccc1 the results were SSB-PriA inh -1.
For O=S(=O)(c1ccc(Cl)s1)N1CCN(c2ccc(-c3ccco3)nn2)CC1 the results were SSB-PriA inh -12.
For COc1cc(C)c(C)cc1S(=O)(=O)NCC1(Sc2ccccc2)CCOCC1 the results were SSB-PriA inh 1.
Screening Cc1ccc(SCCC(=O)Nc2nc3ccc([N+](=O)[O-])cc3s2)cc1 returned SSB-PriA inh 10.
COC(=O)c1sccc1S(=O)(=O)N1CCc2c(cnc3cc(C)nn23)C1 was read as SSB-PriA inh -5.
NC(=NS(=O)(=O)c1ccc(Cl)s1)c1ccccc1 was read as SSB-PriA inh -17.
For NC(=O)c1cc(-c2ccccc2)sc1NC(=O)CSc1nnc2ccccn12 the results were SSB-PriA inh 5.
O=C(O)CN1C(=O)/C(=C/c2cn(-c3ccccc3)nc2-c2cc3ccccc3o2)SC1=S was read as SSB-PriA inh 13.
